Compound activity (PubChem)
Growth percent in the NCI-60 one-dose screen (48 h, 10 µM unless noted): 100 = growth as untreated, 0 = no growth, -100 = all killed.
PC-3 = PC-3 prostate cancer cells; actives 3.9% (n = 80,000); AID 1794754
DU-145 = DU-145 prostate cancer. actives 4.2% (n = 81,000)
U251 = U251 CNS tumor cells | AID 1794753 | actives 5.4% (n = 80,000)
SF-539 = SF-539 CNS cancer; actives 6.8% (n = 81,000); AID 1794752
SF-268 = SF-268 CNS cancer cells | actives 3.1% (n = 82,000)
SF-295 = SF-295 CNS cancer cells | actives 5.6% (n = 79,000) | AID 1794758
SNB-75 = SNB-75 CNS cancer. actives 5% (n = 79,000)
SNB-19 = SNB-19 CNS cancer cells | AID 1794751 | actives 2.5% (n = 81,000)
HCC-2998 = HCC-2998 colon cancer; actives 4.7% (n = 79,000); AID 1794799
Starred values were filed as active, the others as inactive; nt = not tested or not shown; & = joins results of further samples. Rule for the calls: active = growth percent below 10; inactive = the rest. This is a subset (hit frequency here may not be typical).

Values in the order – PC-3	DU-145	U251	SF-539	SF-268	SF-295	SNB-75	SNB-19	HCC-2998
> CC(=O)O[C@H]1CC[C@@]2(CCl)C(=CC[C@@H]3[C@@H]2CC[C@]2(C)C(=O)CC[C@@H]32)C1
  85	108	96	102	98	98	89	97	118
> Nc1ncc(Sc2nc3ccc(Cl)cc3c(=O)n2-c2ccccc2)s1
  90	114	111	102	116	95	91	103	104
> CSc1nc(N)nc2nnc(NN)n12
  95	101	102	97	97	105	84	99	98
> O=C1NC(=S)NC(=O)C1=Cc1ccco1
  92	116	96	94	117	92	87	104	100
> CC(=O)O[C@@H]1CC[C@]2(C)[C@H]3CC[C@]4(C)[C@@H](OC(C)=O)CC[C@H]4[C@@H]3C[C@@H]3CC(N)=C[C@@]32C1
  98	108	102	107	94	103	107	110	110
> O=c1[nH]c2ccc([N+](=O)[O-])cc2c(=O)o1
  93	117	106	102	nt	105	113	102	102
> O=C1OCCC1C(=O)c1ccccc1 (configuration not stated)
  102	108	97	96	108	86	74	99	99
> OCCSSCCO
  91	112	112	98	110	102	98	101	117
> COc1ccc(-n2c(Sc3nnc(N)s3)nc3cc(OC)c(OC)cc3c2=O)cc1
  91	105	99	102	103	94	nt	109	119
> COC12C(COC(N)=O)C3=C(C(=O)C(C)=C(N)C3=O)N1CC1C2N1C (configuration not stated)
  47	-3.4*	43	20	46	17	33	39	-4.3*
> CN1C2CCCC1CC(=O)NC2 (configuration not stated)
  97	109	99	103	105	nt	85	111	nt
> COC(=O)[C@@H](C)C[C@H](Cc1ccccc1)NC(=O)c1csc([C@@H](C[C@H](C(C)C)N(C)C(=O)[C@@H](NC(=O)[C@H]2CCCCN2C)C(C(F)(F)F)C(F)(F)F)OC(C)=O)n1
  27	11	3.7*	-11*	18	9.8*	15	23	20
> CCC1CN(c2ccccc2)CCN1 (configuration not stated)
  99	108	106	104	93	117	92	112	112
> CC1(C)N=C(N)N=C(N)N1c1ccc(OCC(=O)Nc2ccc(S(=O)(=O)F)cc2)cc1
  26	105	nt	72	111	99	64	102	103
> CC(/C=N/N=C(N)N)=N/N=C(N)N
  108	94	90	74	73	94	72	87	-15*
> CC(C)COC(=O)Cc1ccccc1
  98	115	101	97	104	111	100	109	107
> COC(=O)C1C(O)C(C)C(O)C(C)/C=C\C=C(C)C(=O)Nc2c(C)c(OC(C)=O)c3c(c2O)C(=O)C(C)=C2OCOC(=C23)C(C)=CC(C)(O)C(O)C(C)C1O (configuration not stated)
  49	92	46	100	92	103	32	99	92
> COCc1c(CO)cnc(C)c1O
  95	105	51	92	97	97	80	108	99
> O=NN(CCF)C(=O)NC1CCC(=O)NC1=O (configuration not stated)
  115	107	118	107	98	97	102	103	nt
> Nc1noc(N)n1
  86	106	89	nt	103	102	115	99	91

Sorted by number of heavy atoms (lowest first): some entries from above.
Values in the order – PC-3	DU-145	U251	SF-539	SF-268	SF-295	SNB-75	SNB-19	HCC-2998
> CC1(C)N=C(N)N=C(N)N1c1ccc(OCC(=O)Nc2ccc(S(=O)(=O)F)cc2)cc1
  26	105	nt	72	111	99	64	102	103
> COC(=O)C1C(O)C(C)C(O)C(C)/C=C\C=C(C)C(=O)Nc2c(C)c(OC(C)=O)c3c(c2O)C(=O)C(C)=C2OCOC(=C23)C(C)=CC(C)(O)C(O)C(C)C1O (configuration not stated)
  49	92	46	100	92	103	32	99	92
> COC(=O)[C@@H](C)C[C@H](Cc1ccccc1)NC(=O)c1csc([C@@H](C[C@H](C(C)C)N(C)C(=O)[C@@H](NC(=O)[C@H]2CCCCN2C)C(C(F)(F)F)C(F)(F)F)OC(C)=O)n1
  27	11	3.7*	-11*	18	9.8*	15	23	20

The listing continues.
Values in the order – PC-3	DU-145	U251	SF-539	SF-268	SF-295	SNB-75	SNB-19	HCC-2998
> COC(=O)C1=C(Nc2ccc(F)c(Cl)c2)C(=O)OC12C(=O)Nc1ccccc12 (configuration not stated)
  86	113	110	100	97	96	73	94	112
> COC(=O)[C@@]1(O)C[C@H]2O[C@]1(C)n1c3ccccc3c3c4c(c5c6ccccc6n2c5c31)C(=O)NC4
  -50*	-11*	-67*	-88*	-29*	-93*	-97*	-28*	-53*
> CCCCCCCCOP(=O)(N1CC1)N1CC1
  99	108	96	94	96	nt	92	110	112
> C/C(=C\c1ccn(-c2ccc(N)cc2F)n1)[C@@H]1C[C@@H]2O[C@]2(C)CCC[C@H](C)[C@H](O)[C@@H](C)C(=O)C(C)(C)[C@@H](O)CC(=O)O1
  17	-19*	19	-4.1*	30	8.6*	-6.9*	26	-15*
> O=C(CCN1CC1)NCO
  88	110	99	105	99	105	106	97	99
> Cc1cc(C)nc(C)c1
  83	111	101	99	107	96	72	109	107
> COc1ccc(NC2=NCCN2)cc1
  96	106	108	101	106	99	82	111	108
> Clc1cccc(NC2OOC3(OOC2Nc2cccc(Cl)c2)C2CC4CC(C2)CC3C4)c1 (configuration not stated)
  91	112	96	108	103	98	nt	98	94
> C=C=[CH][Sn]([c]1ccccc1)([c]1ccccc1)[c]1ccccc1
  -51*	-91*	-76*	-30*	-69*	-43*	14	-50*	-67*
> CC(=O)O[C@H](C[C@H](C(C)C)N(C)C(=O)[C@H](C)NC(=O)[C@H]1CCCCN1C)c1nc(C(=O)N[C@@H](Cc2ccccc2)C[C@H](C)C(=O)O)cs1
  87	111	92	95	97	101	95	91	99
> O=C(O)CCCOc1cc(Cl)c(Cl)cc1Cl
  104	104	107	96	96	105	83	107	99
> CCC(Cl)CN(Cc1ccccc1)Cc1ccccc1 (configuration not stated)
  92	107	98	98	101	96	86	97	112
> O=S(=O)(c1ccc(Cl)cc1)C(Cl)(Cl)Cl
  49	49	52	34	45	78	40	83	18
> COc1ccc(/C(C)=N\OC(=O)N(C)C)c(OC)c1
  88	112	nt	100	101	96	85	105	96
> CC(=O)N(N=O)c1ccc(Br)cc1
  93	108	100	99	111	98	88	96	107
> CC(C)(c1ccc(O)c(Cl)c1)c1ccc(O)c(Cl)c1
  71	105	78	105	92	95	86	99	109
> COc1ccc(C=O)cc1
  96	100	109	107	98	103	114	108	90
> N#Cc1ccc(N)cc1
  92	117	97	103	101	97	107	105	107
> COc1ccc2c(c1)C(c1ccc(N(CCCl)CCCl)cc1)=NCC2
  48	89	69	100	82	67	74	89	87
> CC[C@@]1(O)C[C@H](OC2CC(N(C)C)C(O)C(C)O2)c2c(cc3c(c2O)C(=O)c2c(O)ccc(O)c2C3=O)[C@H]1C(=O)OC (some centres not stated)
  -57*	-78*	-91*	-89*	-61*	-81*	-88*	-37*	nt
> CC[C@]12C=CCN3CC[C@@]4(c5ccc(OC)cc5N(C)[C@H]4[C@@](O)(C(=O)OC)[C@@H]1OC(=O)CCCC[P+](c1ccc(C)cc1)(c1ccc(C)cc1)c1ccc(C)cc1)[C@@H]32
  -73*	-85*	-94*	-99*	-61*	-92*	-88*	-96*	-86*
> COC12CC3C4=CCOC5CC(=O)N6c7ccccc7C1(CCN2C4)C6C53 (configuration not stated)
  105	117	93	100	111	111	70	116	96
> C#CC1(O)CCC2C3CCC4=CC(=O)CCC4(C)C3CCC21C (configuration not stated)
  92	114	102	111	107	89	120	101	103
> CC(=O)[C@@]1(O)CC[C@H]2[C@@H]3CCC4=C(Cl)C(=O)CC[C@]4(C)[C@H]3CC[C@@]21C
  nt	141	87	102	95	82	75	85	93
> N#Cc1cnccn1
  103	117	104	107	104	101	81	103	106
> CNCC(Cl)Cl
  104	109	105	101	91	98	103	105	105
> CN(C)C(=O)Oc1cc(Cl)c(Cl)cc1Cl
  100	108	106	113	97	109	94	94	104
> CCC[Se]C(=O)c1ccc(C(=O)[Se]CCC)s1
  4.7*	9.9*	-60*	-85*	3.6*	-86*	-31*	-86*	-8.8*
> O=C1CCC(=O)N1SC(Cl)(Cl)Cl
  91	120	118	109	109	117	92	103	103
> CC(C)CC1(CCc2ccccc2)C(=O)NC(=O)NC1=O
  96	105	101	102	105	109	110	97	nt

18 structures out of the list, sorted by heavy-atom count, largest number first.
Values in the order – PC-3	DU-145	U251	SF-539	SF-268	SF-295	SNB-75	SNB-19	HCC-2998
> CC[C@]12C=CCN3CC[C@@]4(c5ccc(OC)cc5N(C)[C@H]4[C@@](O)(C(=O)OC)[C@@H]1OC(=O)CCCC[P+](c1ccc(C)cc1)(c1ccc(C)cc1)c1ccc(C)cc1)[C@@H]32
  -73*	-85*	-94*	-99*	-61*	-92*	-88*	-96*	-86*
> CC(=O)O[C@H](C[C@H](C(C)C)N(C)C(=O)[C@H](C)NC(=O)[C@H]1CCCCN1C)c1nc(C(=O)N[C@@H](Cc2ccccc2)C[C@H](C)C(=O)O)cs1
  87	111	92	95	97	101	95	91	99
> CC[C@@]1(O)C[C@H](OC2CC(N(C)C)C(O)C(C)O2)c2c(cc3c(c2O)C(=O)c2c(O)ccc(O)c2C3=O)[C@H]1C(=O)OC (some centres not stated)
  -57*	-78*	-91*	-89*	-61*	-81*	-88*	-37*	nt
> COC12CC3C4=CCOC5CC(=O)N6c7ccccc7C1(CCN2C4)C6C53 (configuration not stated)
  105	117	93	100	111	111	70	116	96
> CC(=O)[C@@]1(O)CC[C@H]2[C@@H]3CCC4=C(Cl)C(=O)CC[C@]4(C)[C@H]3CC[C@@]21C
  nt	141	87	102	95	82	75	85	93
> C#CC1(O)CCC2C3CCC4=CC(=O)CCC4(C)C3CCC21C (configuration not stated)
  92	114	102	111	107	89	120	101	103
> CC(C)CC1(CCc2ccccc2)C(=O)NC(=O)NC1=O
  96	105	101	102	105	109	110	97	nt
> CCC(Cl)CN(Cc1ccccc1)Cc1ccccc1 (configuration not stated)
  92	107	98	98	101	96	86	97	112
> COc1ccc(/C(C)=N\OC(=O)N(C)C)c(OC)c1
  88	112	nt	100	101	96	85	105	96
> CCC[Se]C(=O)c1ccc(C(=O)[Se]CCC)s1
  4.7*	9.9*	-60*	-85*	3.6*	-86*	-31*	-86*	-8.8*
> CN(C)C(=O)Oc1cc(Cl)c(Cl)cc1Cl
  100	108	106	113	97	109	94	94	104
> O=S(=O)(c1ccc(Cl)cc1)C(Cl)(Cl)Cl
  49	49	52	34	45	78	40	83	18
> CC(=O)N(N=O)c1ccc(Br)cc1
  93	108	100	99	111	98	88	96	107
> O=C1CCC(=O)N1SC(Cl)(Cl)Cl
  91	120	118	109	109	117	92	103	103
> COc1ccc(C=O)cc1
  96	100	109	107	98	103	114	108	90
> N#Cc1ccc(N)cc1
  92	117	97	103	101	97	107	105	107
> N#Cc1cnccn1
  103	117	104	107	104	101	81	103	106
> CNCC(Cl)Cl
  104	109	105	101	91	98	103	105	105

(continued)
Values in the order – PC-3	DU-145	U251	SF-539	SF-268	SF-295	SNB-75	SNB-19	HCC-2998
> N#CC(C#N)=Cc1cccc(Cl)c1
  95	110	99	98	102	98	nt	101	105
> O=P1(N(CCCl)CCCl)NCCCO1 (configuration not stated)
  106	124	97	110	117	107	102	102	100
> CC1=C(COCCOC(=O)c2ccc(S(=O)(=O)F)cc2)C2=C(C)C3(CC3)[C@@](C)(O)C(=O)C2=C1
  9.0*	-3.9*	4.6*	-76*	13	-12*	-16*	-11*	-84*
> NC(=Nc1ccccc1)N[N+](=O)[O-]
  94	111	111	nt	102	113	88	97	99
> CC[C@]12C=CCN3CC[C@@]4(c5ccc(OC)cc5N(C)[C@H]4[C@@](O)(C(=O)OC)[C@@H]1OC(=O)CCC[P+](C1CCCCC1)(C1CCCCC1)C1CCCCC1)[C@@H]32
  -12*	16	-82*	-87*	-54*	-14*	-61*	-60*	-93*
> O=C1CNC(c2ccccc2)c2cc(Cl)ccc2N1 (configuration not stated)
  99	100	105	104	99	103	86	97	106
> O=C(NCCCN1CC1)Nc1cccc2ccccc12
  90&88	102&104	87&87	113&94	97&84	88&114	102&105	95&89	93&98
> C[C@]12CC[C@H]3[C@@H](CC4SC(N)=NC45C/C(=N/NC(N)=O)CC[C@]35C)[C@@H]1CCC2=O (some centres not stated)
  57	31	-70*	87	-6.4*	46	99	-10.0*	64
> CC/C(=C\c1ccc(Cl)cc1)[N+](=O)[O-]
  100	106	94	95	111	106	81	98	107
> C#CCCCN(CCNc1ccnc2cc(Cl)ccc12)C(=O)CCC(=O)O[C@@H]1O[C@@H]2OC3(C)CC[C@H]4[C@H](C)CC[C@@H]([C@H]1C)[C@@]24OO3
  37	59	46	39	57	34	67	57	21
> COC(=O)[C@@H](C)C[C@H](Cc1ccccc1)NC(=O)c1cccc([C@@H](C[C@H](C(C)C)N(C)C(=O)[C@@H](NC(=O)[C@H]2CCCCN2C)C2CC2)OC(C)=O)n1
  19	3.1*	4.5*	-15*	19	3.5*	28	30	13
> COc1ccc2c(c1)NP(=S)(Oc1ccccc1)N2 (configuration not stated)
  97	115	101	nt	105	104	81	nt	117
> C=NCC#N
  122&96	109&109	107&102	99&88	102&103	124&98	88&91	108&102	125&100
> CN1C(=O)[C@]23O[C@]4(O)CC(=O)N5C(C)(C)[C@H](Cc6cccc1c62)[C@@]3(C(=O)O)[C@@]54O
  103	95	105	101	100	103	86	104	99
> CN1CCCC2c3ccccc3CCC21 (configuration not stated)
  88	108	100	95	104	91	83	94	109
> O=C1NC(=O)C2(CCCC2)C(=O)N1
  99&91	101&108	104&101	101&116	100&98	101&105	101&103	123&108	100&107
> N#Cc1cc([N+](=O)[O-])cc([N+](=O)[O-])c1
  100	119	106	89	110	105	99	113	104
> CC(C)NC(=O)N(CCCCBr)N=O
  90	111	96	102	107	81	82	91	108
> CC(=O)CC(c1ccc2c(c1)OCO2)c1c(O)c2ccccc2oc1=O (configuration not stated)
  104&102	105&117	103&100	98&102	96&108	113&96	71&71	101&100	111&107
> O=C(O)C(O)(c1ccccc1)c1cccc2ccccc12 (configuration not stated)
  102	105	107	97	100	97	85	103	102
> C/C=C(\CC)C1(CC)C(=O)NC(=S)NC1=O
  91&100	111&109	96&102	97&96	98&96	103&98	85&94	101&101	98&94
